Screening results from PubChem.
D2 PAM: HTS Assay for Positive Allosteric Modulators of the Human D2 Dopamine Receptor: Primary Screen for Potentiators; HEK293 T-REx D2, calcium flux, EC20 dopamine potentiation; potentiation, % at 10 µM; 340,000 compounds, 0.34% hits; AID 485347, 2010;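 active = potentiation over 3 SD above the plate norm, cut at about 30% in these data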; note: 0% is about no effect
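Cells plated with tetracycline inducer and held overnight at 30 C; calcium dye loaded 30–90 min at room temperature; baseline taken, compound added and read 180 s; EC20 dopamine then added and read 180 s.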
Vif-APOBEC3F blk: qHTS for Inhibitors of Vif-A3F Interactions: qHTS; 390,000 compounds, 0.2% hits; HeLa A3F-eYFP + Vif (tagged APOBEC3F with the HIV-1 protein that degrades it), YFP fluorescence increase; Potency, µM (series often up to 46.1 µM), for the others: at the highest dose activity, negative = active; AID 602313, 2012; note: potency is the fitted concentration of half-maximal effect; % of control where 0% means no effect; nearly all actives have a fitted effect of over 65% in size
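HeLa cells stably expressing Vif plus C-terminally eYFP-tagged A3F were seeded, incubated overnight at 37 deg C, dosed with compound, incubated overnight again at 37 deg C. Yellow fluorescence (Ex 488/Em 500-530) reported blocked Vif-mediated A3F-eYFP degradation.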
RXFP1 antag: qHTS Assay for Antagonists of the Relaxin Receptor RXFP1. activity change, negative = inhibition, % at 57.5 µM. AID 1259400, 2018. Relaxin receptor 1 (Homo sapiens), Q9HBX9. 350,000 compounds, 0.59% hits. HEK293-RXFP1, relaxin-stimulated cAMP HTRF, 30 min; hits give low values;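 active = activity change of -60% or lower, but not beyond a set lower limit; inconclusive = change between -60% and -40%, or beyond the set limit; inactive = change above -40%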; note: % is set by controls: 0 for no effect and ±100 for the full control effect
Target sequence (Q9HBX9 whole entry, looked up): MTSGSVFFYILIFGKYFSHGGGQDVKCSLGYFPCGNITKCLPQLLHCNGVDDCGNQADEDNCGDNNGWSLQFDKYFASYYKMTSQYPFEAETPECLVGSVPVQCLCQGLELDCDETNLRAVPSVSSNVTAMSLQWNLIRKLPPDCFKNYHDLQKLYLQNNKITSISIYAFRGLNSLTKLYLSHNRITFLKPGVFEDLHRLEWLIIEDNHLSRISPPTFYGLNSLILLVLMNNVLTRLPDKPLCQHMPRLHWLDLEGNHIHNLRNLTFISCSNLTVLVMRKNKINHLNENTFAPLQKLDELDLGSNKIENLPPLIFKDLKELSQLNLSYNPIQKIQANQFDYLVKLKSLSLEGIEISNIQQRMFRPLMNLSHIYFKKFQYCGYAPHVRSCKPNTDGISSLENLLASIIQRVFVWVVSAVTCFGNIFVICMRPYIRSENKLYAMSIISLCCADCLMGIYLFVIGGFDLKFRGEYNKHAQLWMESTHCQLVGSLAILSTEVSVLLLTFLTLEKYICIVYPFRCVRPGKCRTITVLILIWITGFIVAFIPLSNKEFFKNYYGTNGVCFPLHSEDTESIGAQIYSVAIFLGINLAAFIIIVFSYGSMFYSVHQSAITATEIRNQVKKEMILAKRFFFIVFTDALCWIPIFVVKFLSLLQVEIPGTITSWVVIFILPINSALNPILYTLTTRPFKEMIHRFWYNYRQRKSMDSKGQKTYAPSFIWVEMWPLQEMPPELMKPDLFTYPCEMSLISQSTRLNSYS
D1 antagonist: Antagonist of Human D 1 Dopamine Receptor: qHTS. D(1A) dopamine receptor (Homo sapiens), P21728. activity change, negative = inhibition, % at 10 µM. AID 504652, 2011. 360,000 compounds, 3.2% hits. HEK293 TREx D1 cells, calcium flux, dopamine EC80; hits give low values; in the data active = activity change below about -30%; note: % is set by controls: 0 for no effect and ±100 for the full control effect
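After overnight tetracycline induction at 30 C, force-coupled D1 HEK293 cells took up a no-wash calcium dye at room temperature. Compounds were added and monitored 180 s, and the response to EC80 dopamine was then recorded.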
Vif-APOBEC3G blk: qHTS for Inhibitors of Vif-A3G Interactions: qHTS. 410,000 compounds, 0.076% hits. DNA dC->dU-editing enzyme APOBEC-3G (Homo sapiens), Q9HC16. Potency, µM (highest dose often 46.1 µM), for inactives: top-dose activity, negative = active, hits mostly inhibitors. HeLa A3G-eYFP + Vif (tagged APOBEC3G with the HIV-1 protein that degrades it), YFP fluorescence, overnight;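 note: potency is the fitted concentration of half-maximal effect; % is set by controls: 0 for no effect and ±100 for the full control effect; nearly all actives have a fitted effect of over 60% in size; hits raise eYFP signal because A3G escapes Vif-driven loss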
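HeLa cells stably expressing Vif and C-terminally eYFP-tagged A3G, seeded overnight at 37 deg C, then exposed to compound by pintool overnight at 37 deg C. Rise in yellow fluorescence (Ex 488/Em 500-530, Acumen) marks blocked Vif-driven A3G degradation.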
GRP78 ERSR act: qHTS for Inducers of the Endoplasmic Reticulum Stress Response (ERSR) in Human Glioma: qHTS; 420,000 compounds, 0.02% hits; Potency, µM, for the others: top-dose activation, usual class: activators; U87-MG GRP78 promoter luciferase reporter, 16 h; note: potency is the fitted concentration of half-maximal effect; series mostly up to about 76 µM; % of control where 0% means no effect; nearly all actives have a fitted effect of over 35% in size
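Stably transfected U87-MG glioma cells carrying a GRP78-based luciferase sensor; 16 h compound incubation. Luminescence end-point read 10 min after Bright-Glo addition at room temperature.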
D1 ag: Allosteric Agonists of the Human D1 Dopamine Receptor: qHTS; AID 504660, 2011; D(1A) dopamine receptor (Homo sapiens), P21728; 360,000 compounds, 1% hits; activation, % at 2 µM; HEK293 T-REx D1 cells, calcium flux, agonist mode; in the data active = activation above about 30%; note: 0% is about no effect
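Tetracycline-induced HEK293 TREx D1 cells, force-coupled to calcium signalling, were dye-loaded with a no-wash calcium kit. Compound was pin-added after a 10 s baseline. Fluorescence was read kinetically at 1 cycle/s for 180 s, with calcium rises flagged as agonism.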
RXFP1 ag: qHTS Assay for Agonists of the Relaxin Receptor RXFP1; AID 2676, 2010; Potency, µM (highest dose often 57.5 µM), for the others: at the highest dose activation, hits mostly activators; HEK293T-RXFP1 cAMP TR-FRET, 30 min; response scale: percent of porcine relaxin response, buffer zero; Relaxin receptor 1 (Homo sapiens), Q9HBX9; 370,000 compounds, 0.3% hits; note: potency is the fitted concentration of half-maximal effect; % is set by controls: 0 for no effect and ±100 for the full control effect; nearly all actives have a fitted effect of over 60% in size; many of its hits are not listed in these tables
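Agonist response is measured as cAMP accumulation in an RXFP1-transfected HEK293T line under PDE4 inhibition. Values are scaled between buffer-only and 29 nM porcine relaxin, and EC50s come from standard Hill equation fits.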
D1 potentiator: Potentiators of Human D1 Dopamine Receptor: qHTS; D(1A) dopamine receptor (Homo sapiens), P21728; HEK293 TREx D1 cells, calcium flux, dopamine EC20 potentiation; potentiation, % at 10 µM; 360,000 compounds, 0.036% hits; in the data active = potentiation above about 30%; note: 0% is about no effect
Active calls of the source: *; ? = inconclusive; . = not tested or not shown; & = joins results of further samples. Unless noted, calls come from the whole dose curve; as a rule, active = well fitted curve in the direction sought with a large enough effect; inconclusive = small, poorly fitted or top-dose-only effect, or another doubt; inactive = no such curve, though single readings can be large; an effect the other way counts as inactive or inconclusive. Some of the compounds tested; count on the stated rates, not on these rows.

SMILES	D2 PAM	Vif-APOBEC3F blk	RXFP1 antag	D1 antagonist	Vif-APOBEC3G blk	GRP78 ERSR act	D1 ag	RXFP1 ag	D1 potentiator
CCOC(=O)C1CCN(C(=O)COC(=O)c2cc([N+](=O)[O-])ccc2N2CCOCC2)CC1	0	-12%	-7	-9	-1%	-3%	1	3.3%	-5
CC(=O)Nc1c(C)nn(-c2ccccc2)c1N1CCC(C(=O)Nc2ccc(F)cc2Cl)CC1	-2	-9%	-9	-3	-5%	3%	4	6.4%	7
Cc1cc(O)c(C(C)C)cc1NC(=O)c1ccccc1Cl	-3	1%	-6	-5	-3%	-2%	3	8.2%	-2
O=C(O)CCSc1nc(C(F)(F)F)cc(=O)n1-c1ccccc1	7	-3%	1	8	-3%	-3%	2	-0.3%	5
CCOC(=O)C1C(=O)NC(c2ccccc2)=NC1c1ccc(C(C)C)cc1 (centres undefined)	4	1%	-15	-34*	-1%	-8%	0	3.5%	-3
CCN(Cc1ccccc1)C(=O)c1nc(-c2cccc(F)c2)n2c1CCCCC2	8	1%	-15	-3	1%	-3%	0	0.7%	-1
CC(C)C[C@H](NC(=O)N1CCn2c1nc1ccccc12)C(=O)NC1CCCCC1	0	2%	-67*	-3	2%	-2%	0	0.6%	-5
COc1ccccc1CNC(=O)CC(c1ccc(C)cc1)N1Cc2ccccc2C1=O (centres undefined)	-2	-2%	.	0	0%	-3%	0	4.1%	-2
O=C(CCc1n[nH]c(=O)[nH]c1=O)N1CCOCC1	-6	1%	.	-6	6%	-4%	2	-0.9%	4
CCOc1ccccc1NC(=O)c1cc(=O)c2ccc(C)cc2o1	2	0%	-8	8	0%	-3%	1	25%	-2
COC(=O)CCC(=O)OC1(C)C(=O)C=C2C=C(C3CC3)N(CCN3CCOCC3)C=C2C1=O (centres undefined)	-4	3%	.	-15	0%	-4%	4	7.5%	0
COc1ccc(C2=CC(=O)C[C@H](c3ccc(Cl)cc3)C2)cc1	0	-4%	.	.	3%	-5%	2	0.7%	-6
CCc1ccc(NC(=O)c2ccc3c(O)c(S(=O)(=O)c4ccccc4)c(=O)[nH]c3c2)cc1	3	2%	-16	8	2%	-5%	1	0.4%	2
CCCCCNC(=O)c1ccc2c(=O)n(CCOC)c(=O)[nH]c2c1	-3	-8%	-14	9	-3%	-1%	0	-0.4%	-6
COc1ccc(SC[C@H](C)CN2CC[C@H](C(C)(C)C)CCC2=O)cc1	1	-4%	.	4	-18%&-7%	12%&10%	3	-1.0%	-2
O=C(C[n+]1ccc(-c2nnc3n2CCCCC3)cc1)c1ccc(Cl)cc1	-6	4%	2	4	-1%	0%	1	1.9%	-2
CCOCc1nnc(NC(=O)c2cc(C(=O)OC)cc([N+](=O)[O-])c2)s1	6	5%	-15	7	0%	-3%	2	-0.1%	-3
Cc1ccc(NC(=O)Cc2ccc(F)cc2)cc1	-1	-19%	-17	-9	2%	7%	-2	1.4%	2
O=C(O)c1ccc(COc2ccc(CO)cc2Cl)cc1	-8	1%	-1	-7	1%	0%	2	-0.3%	-1
CC(C)C(c1nnnn1C1CCCCC1)N1CCc2ccccc21 (centres undefined)	-1	-11%	-14	6	-1%	-4%	0	1.5%	2

Gathered by group, the entries above with fluorine.
SMILES	D2 PAM	Vif-APOBEC3F blk	RXFP1 antag	D1 antagonist	Vif-APOBEC3G blk	GRP78 ERSR act	D1 ag	RXFP1 ag	D1 potentiator
CC(=O)Nc1c(C)nn(-c2ccccc2)c1N1CCC(C(=O)Nc2ccc(F)cc2Cl)CC1	-2	-9%	-9	-3	-5%	3%	4	6.4%	7
O=C(O)CCSc1nc(C(F)(F)F)cc(=O)n1-c1ccccc1	7	-3%	1	8	-3%	-3%	2	-0.3%	5
CCN(Cc1ccccc1)C(=O)c1nc(-c2cccc(F)c2)n2c1CCCCC2	8	1%	-15	-3	1%	-3%	0	0.7%	-1
Cc1ccc(NC(=O)Cc2ccc(F)cc2)cc1	-1	-19%	-17	-9	2%	7%	-2	1.4%	2

Part of the list above, set out differently.
Values run as follows: D2 PAM	Vif-APOBEC3F blk	RXFP1 antag	D1 antagonist	Vif-APOBEC3G blk	GRP78 ERSR act	D1 ag	RXFP1 ag	D1 potentiator
- COC(=O)CCC(=O)OC1(C)C(=O)C=C2C=C(C3CC3)N(CCN3CCOCC3)C=C2C1=O (centres undefined)
→ -4	3%	.	-15	0%	-4%	4	7.5%	0
- COc1ccc(C2=CC(=O)C[C@H](c3ccc(Cl)cc3)C2)cc1
→ 0	-4%	.	.	3%	-5%	2	0.7%	-6

Compound profiles, as listed above. Order of screens: D2 PAM, Vif-APOBEC3F blk, RXFP1 antag, D1 antagonist, Vif-APOBEC3G blk, GRP78 ERSR act, D1 ag, RXFP1 ag, D1 potentiator
O=C(C[n+]1ccc(-c2nnc3n2CCCCC3)cc1)c1ccc(Cl)cc1 in the list: -6, 4%, 2, 4, -1%, 0%, 1, 1.9%, -2
CC(C)C[C@H](NC(=O)N1CCn2c1nc1ccccc12)C(=O)NC1CCCCC1 in the list: 0, 2%, -67*, -3, 2%, -2%, 0, 0.6%, -5

Back to the main list; the 3 compounds before the break are reprinted first.
SMILES	D2 PAM	Vif-APOBEC3F blk	RXFP1 antag	D1 antagonist	Vif-APOBEC3G blk	GRP78 ERSR act	D1 ag	RXFP1 ag	D1 potentiator
Cc1ccc(NC(=O)Cc2ccc(F)cc2)cc1	-1	-19%	-17	-9	2%	7%	-2	1.4%	2
O=C(O)c1ccc(COc2ccc(CO)cc2Cl)cc1	-8	1%	-1	-7	1%	0%	2	-0.3%	-1
CC(C)C(c1nnnn1C1CCCCC1)N1CCc2ccccc21 (centres undefined)	-1	-11%	-14	6	-1%	-4%	0	1.5%	2
Cc1cccc(NS(=O)(=O)c2cc3c(cc2C)N(C)CCO3)c1	7	2%	-14	8	2%	-2%	5	8.7%	0
Cc1[nH]c2ccccc2c1C(c1ccccn1)N1CCC(C(N)=O)CC1 (centres undefined)	2	-5%	3	8	-12%	-16%	5	-0.1%	2
COc1ccc(C(=O)Nc2nnc(C3=COCCO3)o2)cc1	-6	?	6	-2	-2%	-5%	12	0.9%	-4
COc1cc([N+](=O)[O-])ccc1NC(=O)Cc1ccc(C)cc1	5	-6%	4	.	-3%	-4%	-1	3.0%	-11
COC(=O)c1cc(S(=O)(=O)NCc2ccccc2)cn1C	-4	4%	-11	4	0%	-5%	5	-0.1%	2
COc1ccc(C=NNc2nc3c([nH]2)c(=O)n(C)c(=O)n3C)cc1	.	13%	-2	.	2%	-2%	.	.	.
Cc1cccc(NC(=O)CSc2nc3c([nH]c4ccccc43)c(=O)n2C)c1	2&-3	?	5	-2&-4	-31%&-22%	3%&8%	2&1	1.7%&2.3%	-4&-3
O=S(=O)(Nc1cccc(-c2ccc(N3CCOCC3)nn2)c1)c1cc(Cl)ccc1Cl	-4	5%	14	3	-3%	6%	0	1.2%	3
O=C(CCNC(=O)N1CC(=O)Nc2ccccc21)NCCc1ccc(Cl)cc1	.	-2%	-6	.	1%	-3%	.	.	.
NC(=O)C1CCN(C(=O)c2cccc(S(=O)(=O)N3CCCC3)c2)CC1	-12	-10%	3	-3	-7%	-4%	2	1.0%	5
COc1ccc(CCNC(=O)CCCOc2cccc(C)c2C)cc1OC	-17	0%	-4	-13	6%	-5%	3	1.6%	-4
COCCNC(=O)c1ccc2nc(CCc3ccccc3)oc2c1	9	-4%	6	-36*	6%	3%	2	1.5%	-5
CC1=C(C#N)C(C)(C)C(C#N)=C(C)N1	.	-1%	9	.	4%	-1%	.	.	.
C=CCNC(=S)NNC(=O)c1cccn(Cc2ccc(Cl)cc2Cl)c1=O	-7	-6%	-18	25	0%	-3%	2	3.8%	-3
O=C(CCN1CCN(c2ccccc2)CC1)c1ccc(Cl)cc1	-34	11%	-1	-3	-2%	-15%	1	0.4%	-3
N#C/C(=C(/O)c1cccs1)c1nnc2n1CCCCC2	2	0%	-19	-9	-1%	-3%	-4	2.4%	2
CCOC(=O)c1ccccc1NC(=O)Cn1cnc2c1c(=O)n(C)c(=O)n2C	1	4%	1	2	0%	-2%	7	4.1%	-3
Cc1ccc(NC(=O)CN(Cc2ccccc2)S(C)(=O)=O)cc1C	4	-4%	12	-10	-2%	-7%	0	1.5%	-1
O=C(NCc1ccccn1)C1CC(c2ccccc2O)=NO1 (centres undefined)	4	3%	-18	-9	1%	0%	0	0.2%	-1
CCN(CC)C(=O)CN(C#N)c1nc(Cl)nc(N(C)C)n1	1	1%	.	4	0%	-1%	2	0.4%	1
CC(=O)c1cn(CCOc2cc(C)ccc2C)c2ccccc12	-4	4%	-10	-14	-9%	0%	12	0.4%	-10
CCC(C)N=CC1=C(O)CC(c2ccccc2)CC1=O (centres undefined)	-1	-9%	-7	-4	2%	0%	1	0.7%	-1
CC(C)CC(=O)Nc1ccc2c(c1)nc(CCN1CCCCC1)n2C	12	-1%	6	1	2%	-12%	0	4.4%	-9
CCCCOC(=O)c1nnc(-c2ccccc2)o1	-3	11%	11	-10	-5%	-3%	1	1.3%	2
CCCCn1c(N)c(N(CCOC)C(=O)CC(NC(=O)c2ccccc2Cl)c2ccccc2)c(=O)[nH]c1=O (centres undefined)	.	4%	6	.	0%	0%	.	.	.
CC1CCCN(CC(=O)NNC(=O)COc2ccc(Br)cc2)C1 (centres undefined)	.	3%	-12	.	1%	2%	.	.	.
CCCC(CCC)C(=O)Nc1ccncc1	13	2%	-7	-7	0%	-3%	17	0.0%	-3
O=C(O)/C=C/c1cn(-c2ccccc2)nc1-c1cc2ccccc2oc1=O	-4	-8%	-3	3	-5%	2%	2	-0.3%	-1
